Screens from PubChem.
pPAFAH inh – inhibitors of human plasma PAF acetylhydrolase (pPAFAH); 330,000 compounds, 1.5% hits; inhibition, % at 3.39 µM; AID 463082; recombinant pPAFAH, FP-rhodamine probe fluorescence polarization; Q13093;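 active means inhibition above the mean inhibition across the screen plus 3 SD, cut at about 25% in these data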;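 further: inhibitors block binding of the rhodamine activity-based probe so polarization drops; 0% = enzyme with DMSO and 100% = wells lacking pPAFAH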
Target sequence (Q13093 whole entry, looked up): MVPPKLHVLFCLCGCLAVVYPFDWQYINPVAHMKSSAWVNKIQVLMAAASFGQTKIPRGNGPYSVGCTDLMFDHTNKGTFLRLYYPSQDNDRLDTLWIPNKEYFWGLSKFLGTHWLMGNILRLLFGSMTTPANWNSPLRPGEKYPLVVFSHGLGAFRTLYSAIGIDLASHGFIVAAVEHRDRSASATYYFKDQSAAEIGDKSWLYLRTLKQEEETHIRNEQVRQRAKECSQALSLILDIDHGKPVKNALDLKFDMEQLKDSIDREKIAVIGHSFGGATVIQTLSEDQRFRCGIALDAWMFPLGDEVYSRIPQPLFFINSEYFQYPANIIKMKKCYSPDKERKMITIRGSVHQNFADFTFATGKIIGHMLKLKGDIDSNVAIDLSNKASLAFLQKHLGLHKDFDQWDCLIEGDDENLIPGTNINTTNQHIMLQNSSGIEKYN
Fam108B inh – counter-screen for RBBP9 inhibitors: inhibitors of mouse Fam108B | AID 1947 | recombinant Fam108B, FP-Rh probe fluorescence polarization | 300,000 compounds, 0.33% hits | inhibition, % at 9.51 µM;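 active means inhibition above the screen mean inhibition plus 3 SD, computed separately per campaign, cut at about 18% in these data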;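 further: inhibitors lower polarization as less probe binds the enzyme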
PME-1 inh – PME-1 (human) inhibition. recombinant PME-1, FP-Rh probe fluorescence polarization. inhibition, % at 5.9 µM. Q9Y570. 320,000 compounds, 0.53% hits;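 active means inhibition above the campaign mean of all compounds plus 3 SD, cut at about 26% in these data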;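 further: competitive labeling of PME-1 active site by serine hydrolase directed probe; 0% = PME-1 with DMSO and 100% = wells lacking PME-1 enzyme; inhibitors block probe labeling so polarization falls and inhibition rises; many of its hits are not listed in these tables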
Target sequence (Q9Y570 whole entry, looked up): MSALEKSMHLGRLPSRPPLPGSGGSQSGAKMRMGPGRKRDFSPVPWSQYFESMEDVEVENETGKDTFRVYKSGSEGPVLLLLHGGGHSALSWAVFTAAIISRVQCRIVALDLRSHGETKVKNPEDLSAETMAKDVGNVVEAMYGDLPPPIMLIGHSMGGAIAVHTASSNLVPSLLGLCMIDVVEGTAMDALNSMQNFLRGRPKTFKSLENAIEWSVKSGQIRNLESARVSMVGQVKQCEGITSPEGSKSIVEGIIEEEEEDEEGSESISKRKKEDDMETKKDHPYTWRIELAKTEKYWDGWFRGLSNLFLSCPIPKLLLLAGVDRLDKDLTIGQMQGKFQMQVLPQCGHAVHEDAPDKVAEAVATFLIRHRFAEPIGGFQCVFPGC
Bcl-xL primary – Bcl-xL (human) inhibition | 320,000 compounds, 0.7% hits | AID 2129 | Q07817 | GST-Bcl-xL / FITC-Bim BH3 peptide fluorescence polarization | inhibition, % at 10.9 µM;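 active means inhibition above the mean of all tested compounds plus 3 SD, cutoff set per campaign, cut at about 30% in these data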;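 further: 0% = DMSO wells and 100% = unlabeled Bim-BH3 peptide competitor; inhibitors lower millipolarization by displacing the labeled peptide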
PAFAH1B2 FP inh – inhibitors of human PAFAH1B2 | P68402 | recombinant PAFAH1B2, FP-rhodamine activity probe, fluorescence polarization | inhibition, % at 3.39 µM | 340,000 compounds, 1.2% hits;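 active means inhibition above the mean of all tested compounds plus 3 SD, cut at about 24% in these data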;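 further: 0% = enzyme with DMSO and 100% = wells lacking PAFAH1B2; many of its hits are not listed in these tables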
Target sequence (P68402 whole entry, looked up): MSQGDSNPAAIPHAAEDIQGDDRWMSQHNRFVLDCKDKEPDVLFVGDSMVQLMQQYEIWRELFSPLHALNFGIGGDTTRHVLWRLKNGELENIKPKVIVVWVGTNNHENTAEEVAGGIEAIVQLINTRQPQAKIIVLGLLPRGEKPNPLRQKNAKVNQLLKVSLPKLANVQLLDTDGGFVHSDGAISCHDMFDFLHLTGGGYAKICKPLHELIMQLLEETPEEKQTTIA
GLD-1 TGE inh – GLD-1-TGE RNA interaction inhibition (C. elegans). Q17339. purified GLD-1 + fluorescein TGE RNA, fluorescence polarization. inhibition, % at 5.96 µM. 320,000 compounds, 0.44% hits. AID 2280;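 active means percent inhibition above a per-plate cutoff, the plate mean of test compounds plus 3 SD, cut at about 30% in these data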;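 further: 0% = DMSO wells with GLD-1 and probe and 100% = wells lacking GLD-1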
MEX-5 binding – C. elegans MEX-5 TCR-2 RNA binding activity. MEX-5/FITC-TCR2 RNA binding, fluorescence polarization; active compounds read low. activity score (negative = inhibition of binding), % at 10 µM. 300,000 compounds, 0.38% hits;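 active means inhibition past about -25% in most replicates, and total fluorescence under double the plate's negative control median, limit read from the data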;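 further: 0% = DMSO and -100% = 5 µM competing unlabeled TCR2 RNA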
MCL1 BIM primary – disrupts human MCL1 binding to BIM-BH3 peptide | Q07820 | GST-MCL1 / FITC-Bim-BH3 fluorescence polarization | inhibition, % at 10.9 µM | 320,000 compounds, 0.68% hits;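 active means inhibition above the mean inhibition of all tested compounds plus 3 SD, set per campaign, cut at about 40% in these data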;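 further: 0% = DMSO wells and 100% = unlabeled Bim-BH3 peptide control; higher means more loss of mP so more displacement of Bim peptide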
AHR activator – activators of human aryl hydrocarbon receptor | P35869 | AHR-responsive luciferase reporter cells, luminescence | activation, % at 5 µM | 320,000 compounds, 2.5% hits; in the data active means activation above about 47%;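 further: 0% = vehicle wells and 100% = reference agonist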
Active calls of the source: *; & = joins results of further samples. Only part of the results is shown; the hit share may differ from the screen's.

How did O=C(NCCCCc1ccccc1)c1cccc(Br)c1 do in these assays?
pPAFAH inh: 6; Fam108B inh: -1; PME-1 inh: 5; Bcl-xL primary: 4; PAFAH1B2 FP inh: 7; GLD-1 TGE inh: 4; MEX-5 binding: 1.0; MCL1 BIM primary: 1; AHR activator: 0

Results for NC(=O)CC(NC(=O)Cc1cccc2ccccc12)c1ccc(NCCc2cccc(F)c2)c([N+](=O)[O-])c1 (stereo unspecified) ?
pPAFAH inh: 3; Fam108B inh: -6; PME-1 inh: -11; Bcl-xL primary: -5; PAFAH1B2 FP inh: 8; GLD-1 TGE inh: 2; MEX-5 binding: -2.0; MCL1 BIM primary: -12; AHR activator: 2

Results for Cc1ccc(S(=O)(=O)N2CCC(C(=O)OCCOc3ccccc3)CC2)cc1C ?
pPAFAH inh: 28*; Fam108B inh: -4; PME-1 inh: 1; Bcl-xL primary: -3; PAFAH1B2 FP inh: 4; GLD-1 TGE inh: 10; MEX-5 binding: 2.9; MCL1 BIM primary: 3; AHR activator: -3

Results for N#Cc1cc([N+](=O)[O-])ccc1NC(=O)CSc1n[nH]c(=O)[nH]c1=O ?
pPAFAH inh: 8; PAFAH1B2 FP inh: 3; GLD-1 TGE inh: -1; AHR activator: 12

Results for CCN(CCCNC(=O)CCNC(=O)Cn1cnc2ccccc2c1=O)c1ccccc1 ?
pPAFAH inh: 2; Fam108B inh: 2; PME-1 inh: 7; Bcl-xL primary: 7; PAFAH1B2 FP inh: 3; GLD-1 TGE inh: 1; MEX-5 binding: -0.6; MCL1 BIM primary: 2; AHR activator: -1

Results for COc1ccc(C(=O)COC(=O)c2cccc(-n3cnnn3)c2)c(OC)c1 ?
pPAFAH inh: -3; Fam108B inh: -4; PME-1 inh: -5; Bcl-xL primary: 1; PAFAH1B2 FP inh: -3; GLD-1 TGE inh: 6; MEX-5 binding: 0.8; MCL1 BIM primary: 1; AHR activator: 3

How did COCCOC(=O)c1c(C)oc2ccc(NS(=O)(=O)c3ccc(F)cc3)cc12 do in these assays?
pPAFAH inh: 20; Fam108B inh: -5; PME-1 inh: -11; Bcl-xL primary: -17; PAFAH1B2 FP inh: 1; GLD-1 TGE inh: 1; MEX-5 binding: -1.1; MCL1 BIM primary: -17; AHR activator: 4

What do the screens show for `COC(C/C=C\C(=O)[C@H](C)OCc1ccccc1)OC`?
pPAFAH inh: 9; Fam108B inh: -2; PME-1 inh: 1; Bcl-xL primary: 5; PAFAH1B2 FP inh: 4; GLD-1 TGE inh: 4; MEX-5 binding: -0.3; MCL1 BIM primary: 1; AHR activator: 2

What do the screens show for `CC(=O)c1c(C)[nH]c(C(=O)OCC(=O)N2CCc3ccccc32)c1C`?
pPAFAH inh: -2; Fam108B inh: -6; PME-1 inh: -2; Bcl-xL primary: -7; PAFAH1B2 FP inh: -2; GLD-1 TGE inh: -12; MEX-5 binding: 0.1; MCL1 BIM primary: -12; AHR activator: 11

What do the screens show for `C=CCn1c(SCC(=O)Nc2ccc(C(=O)OCC)cc2)nnc1-c1cccs1`?
pPAFAH inh: 6; Fam108B inh: -2; PME-1 inh: -3; Bcl-xL primary: 1; PAFAH1B2 FP inh: 4; GLD-1 TGE inh: -4; MEX-5 binding: 0.7; MCL1 BIM primary: 0; AHR activator: -1

Results for CCS(=O)(=O)/N=C(\N)c1ccccc1 ?
pPAFAH inh: -5; Fam108B inh: 1; PME-1 inh: -1; Bcl-xL primary: 4; PAFAH1B2 FP inh: -5; GLD-1 TGE inh: -6; MEX-5 binding: -0.3; MCL1 BIM primary: -2; AHR activator: 2

What do the screens show for `Cc1ccc(NC(=O)CN(C)C(=O)c2ccc(Cl)c([N+](=O)[O-])c2)cc1`?
pPAFAH inh: -1; Fam108B inh: -4; PME-1 inh: 4; Bcl-xL primary: -6; PAFAH1B2 FP inh: -1; GLD-1 TGE inh: 0; MEX-5 binding: -1.0; MCL1 BIM primary: -24; AHR activator: 3

How did Cc1ccccc1NC(=O)C(C)OC(=O)CNS(=O)(=O)c1ccc(C#N)cc1 (stereo unspecified) do in these assays?
pPAFAH inh: 4; Fam108B inh: 1; PME-1 inh: 0; Bcl-xL primary: -4; PAFAH1B2 FP inh: 6; GLD-1 TGE inh: 4; MEX-5 binding: -4.9; MCL1 BIM primary: -4; AHR activator: -2

How did COc1ccc(S(=O)(=O)c2cnc3ccc(OC)cc3c2N2CCC3(CC2)OCCO3)cc1 do in these assays?
pPAFAH inh: -3; Fam108B inh: -1; PME-1 inh: 0; Bcl-xL primary: 6; PAFAH1B2 FP inh: 0; GLD-1 TGE inh: 4; MEX-5 binding: 1.5; MCL1 BIM primary: 14; AHR activator: 11

Results for CCN(CC)CC#CC(O)(c1ccccc1)c1ccccc1 ?
pPAFAH inh: -2; Fam108B inh: 1; PME-1 inh: -3; Bcl-xL primary: 3; PAFAH1B2 FP inh: -2; GLD-1 TGE inh: 3; MEX-5 binding: 3.4; MCL1 BIM primary: -2; AHR activator: 2

Results for CC(C)N(Cc1ccccc1)C(=O)COC(=O)c1ccc(O)cc1 ?
pPAFAH inh: 2; PME-1 inh: -4; Bcl-xL primary: 4; PAFAH1B2 FP inh: 2; GLD-1 TGE inh: 1; MCL1 BIM primary: 3; AHR activator: 1

How did CCN1CCN(C(=O)CS(=O)(=O)Cc2nc(-c3cccc(OC)c3)oc2C)CC1 do in these assays?
pPAFAH inh: 1; Fam108B inh: 4; PME-1 inh: -9; Bcl-xL primary: -2; PAFAH1B2 FP inh: 2; GLD-1 TGE inh: 2; MEX-5 binding: 0.6; MCL1 BIM primary: 7; AHR activator: -2

How did O=C(N[C@@H](Cc1ccc(Br)cc1)C(=O)O)OCC1c2ccccc2-c2ccccc21 do in these assays?
pPAFAH inh: 14; Fam108B inh: -12; PME-1 inh: 4; Bcl-xL primary: 8; PAFAH1B2 FP inh: 70*; GLD-1 TGE inh: 7; MEX-5 binding: -0.1; MCL1 BIM primary: 9; AHR activator: -3

How did C/C(N)=C(/C#N)C(=O)CSc1nnc(Nc2cccc(C)c2C)s1 do in these assays?
pPAFAH inh: 9; Fam108B inh: 0; PME-1 inh: -2; Bcl-xL primary: 4; PAFAH1B2 FP inh: 4&3; GLD-1 TGE inh: 6; MEX-5 binding: -0.5; MCL1 BIM primary: 3; AHR activator: 11

Results for COCCCNc1nc2c(-c3cccc(C(F)(F)F)c3)nnn2c2ccccc12 ?
pPAFAH inh: 1; Fam108B inh: -1; PME-1 inh: -2; Bcl-xL primary: 3; PAFAH1B2 FP inh: 1; GLD-1 TGE inh: 0; MEX-5 binding: 0.6; MCL1 BIM primary: 2; AHR activator: 29

Results for Cc1cc(C)c(C)c(OCCNCc2ccccc2)c1 ?
pPAFAH inh: 7; Fam108B inh: -4; PME-1 inh: 1; Bcl-xL primary: 6; PAFAH1B2 FP inh: 2; GLD-1 TGE inh: 5; MEX-5 binding: -0.6; MCL1 BIM primary: 5; AHR activator: 1

What do the screens show for `COc1ccc(CNc2nc3ccccc3n2Cc2ccc(C)cc2)cc1OC`?
pPAFAH inh: 7; Fam108B inh: 6; PME-1 inh: 14; Bcl-xL primary: 6; PAFAH1B2 FP inh: 0; GLD-1 TGE inh: -3; MEX-5 binding: 2.5; MCL1 BIM primary: 0; AHR activator: -2

Results for O=C(NC(=S)Nc1ccc2[nH]c(=O)[nH]c2c1)c1ccccc1[N+](=O)[O-] ?
pPAFAH inh: 0; Fam108B inh: 5; PME-1 inh: 7; Bcl-xL primary: 9; PAFAH1B2 FP inh: 7; GLD-1 TGE inh: 8; MEX-5 binding: -1.7; MCL1 BIM primary: 21; AHR activator: 1

How did CCOc1ccc(C2(C)CC(=O)N(C)C2=O)cc1 (stereo unspecified) do in these assays?
pPAFAH inh: 2; Fam108B inh: -2; PME-1 inh: 3; Bcl-xL primary: -3; PAFAH1B2 FP inh: -4; GLD-1 TGE inh: 5; MEX-5 binding: 1.1; MCL1 BIM primary: 0; AHR activator: -2

How did COc1ccc2[nH]cc(CCNC(=O)C3CCCO3)c2c1 (stereo unspecified) do in these assays?
pPAFAH inh: 0; Fam108B inh: 2; PME-1 inh: 2; Bcl-xL primary: 5; PAFAH1B2 FP inh: -3; GLD-1 TGE inh: -6; MEX-5 binding: -2.5; MCL1 BIM primary: -8; AHR activator: 9

What do the screens show for `O=C(c1ccccc1)c1ccc(N2CCN(C(=O)c3cccc(F)c3F)CC2)c(F)c1`?
pPAFAH inh: 7; Fam108B inh: 0; PME-1 inh: -3; Bcl-xL primary: 5; PAFAH1B2 FP inh: 2; GLD-1 TGE inh: -7; MEX-5 binding: 1.0; MCL1 BIM primary: -2; AHR activator: -1

Results for Cn1c2ccccc2c2ncn(Cc3ccco3)c(=O)c21 ?
pPAFAH inh: 8; Fam108B inh: 1; PME-1 inh: -3; Bcl-xL primary: 7; PAFAH1B2 FP inh: 0; GLD-1 TGE inh: 0; MEX-5 binding: 0.4; MCL1 BIM primary: 2; AHR activator: 17

How did CC1COC2C(O1)N(S(C)(=O)=O)CCN2S(C)(=O)=O (stereo unspecified) do in these assays?
pPAFAH inh: -5; Fam108B inh: 0; PME-1 inh: -4; Bcl-xL primary: 0; PAFAH1B2 FP inh: 2; GLD-1 TGE inh: 5; MEX-5 binding: -5.0; MCL1 BIM primary: -2; AHR activator: 2

Results for CCN(Cc1nc2cc(Cl)ccc2c(=O)[nH]1)C(=O)c1nn(C)c(=O)c2ccccc12 ?
pPAFAH inh: -1; PME-1 inh: 4; Bcl-xL primary: -14; PAFAH1B2 FP inh: 6; GLD-1 TGE inh: -3; MCL1 BIM primary: -18; AHR activator: 4

How did COc1ccccc1C(O)(C(=O)NN(C)c1ccccc1)c1ccccc1OC do in these assays?
pPAFAH inh: 1; Fam108B inh: 2; PME-1 inh: -1; Bcl-xL primary: 1; PAFAH1B2 FP inh: 2; GLD-1 TGE inh: -4; MEX-5 binding: 0.2; MCL1 BIM primary: -2; AHR activator: 1

How did COC(=O)c1ccc(Cn2cnc3c(cnn3-c3ccc(Cl)cc3)c2=O)o1 do in these assays?
pPAFAH inh: -1; Fam108B inh: 1; PME-1 inh: -3; Bcl-xL primary: 3; PAFAH1B2 FP inh: 5; GLD-1 TGE inh: -3; MEX-5 binding: 0.7; MCL1 BIM primary: 3; AHR activator: 6

How did Oc1ccc(C[C@H]2CNCCN2CCc2cc(C(F)(F)F)cc(C(F)(F)F)c2)cc1 do in these assays?
pPAFAH inh: -1; Fam108B inh: 9; PME-1 inh: 7; Bcl-xL primary: 1; PAFAH1B2 FP inh: 5; GLD-1 TGE inh: 11; MEX-5 binding: 0.7; MCL1 BIM primary: 5; AHR activator: -1

How did COc1ccc(N2CC(C(=O)Nc3cc(C)on3)CC2=O)cc1 (stereo unspecified) do in these assays?
pPAFAH inh: 3; Fam108B inh: -4; PME-1 inh: 6; Bcl-xL primary: 5; PAFAH1B2 FP inh: 5; GLD-1 TGE inh: -3; MEX-5 binding: 0.0; MCL1 BIM primary: 5; AHR activator: 0

What do the screens show for `O=C(C1CC1)N1CCc2cc(S(=O)(=O)NCCCN3CCCCC3)ccc21`?
pPAFAH inh: 4; Fam108B inh: 1; PME-1 inh: 6; Bcl-xL primary: 5; PAFAH1B2 FP inh: 2; GLD-1 TGE inh: -2; MEX-5 binding: 1.8; MCL1 BIM primary: -2; AHR activator: 3
